Screens: PubChem, Sanford-Burnham Center for Chemical Genomics
hIAP inh = blocks human intestinal alkaline phosphatase. P09923. purified IAP, CDP-Star luminescence, 30 min. inhibition, % at 10 µM. 330,000 tested, 0.12% active;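 active = inhibition reaching a set limit with compound at 10 µM in the primary screen, cut at about 35% in these data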;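 note: plate controls were DMSO wells with enzyme for no effect and no-enzyme buffer wells for full effect; values of inactives mirror those of a sister screen read the other way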
Target sequence (P09923 whole entry, looked up): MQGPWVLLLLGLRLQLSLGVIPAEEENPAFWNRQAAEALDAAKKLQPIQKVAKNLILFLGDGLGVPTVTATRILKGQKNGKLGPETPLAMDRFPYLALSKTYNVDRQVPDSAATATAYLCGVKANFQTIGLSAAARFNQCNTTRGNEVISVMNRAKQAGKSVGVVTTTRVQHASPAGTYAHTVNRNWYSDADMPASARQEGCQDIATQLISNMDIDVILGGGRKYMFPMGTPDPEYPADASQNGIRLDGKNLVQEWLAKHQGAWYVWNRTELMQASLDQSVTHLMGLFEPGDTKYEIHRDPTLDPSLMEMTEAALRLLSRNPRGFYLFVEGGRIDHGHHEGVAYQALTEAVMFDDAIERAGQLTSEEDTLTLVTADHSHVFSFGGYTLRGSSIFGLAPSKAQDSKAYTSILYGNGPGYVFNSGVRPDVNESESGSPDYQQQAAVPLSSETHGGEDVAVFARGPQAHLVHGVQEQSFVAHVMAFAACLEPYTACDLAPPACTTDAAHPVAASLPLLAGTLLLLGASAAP
A3G deaminase = APOBEC3G (human) deaminase inhibition; recombinant A3G, ssDNA deamination FAM/TAMRA fluorescence; 330,000 tested, 0.28% active; inhibition, % at 20 µM; AID 493012; Q9HC16;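 active = inhibition of at least 40% at 20 µM, with no more than 30% in the related APOBEC3A deaminase screen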;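 note: plate controls were DMSO wells with A3G for no effect and wells lacking A3G enzyme for full effect; some compounds called inactive have numbers as strong as hits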
A3A deaminase = inhibitors of human APOBEC3A DNA deaminase. P31941. 330,000 tested, 0.41% active. AID 493011. inhibition, % at 20 µM. recombinant A3A, FAM/TAMRA ssDNA deamination fluorescence;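 active = at least 40% inhibition at 20 µM here, with at most 30% in a related deaminase screen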;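 note: plate controls were A3A with DMSO for no effect and wells lacking A3A enzyme for full effect; some results filed as inactive read as strong as hits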
Target sequence (P31941 whole entry, looked up): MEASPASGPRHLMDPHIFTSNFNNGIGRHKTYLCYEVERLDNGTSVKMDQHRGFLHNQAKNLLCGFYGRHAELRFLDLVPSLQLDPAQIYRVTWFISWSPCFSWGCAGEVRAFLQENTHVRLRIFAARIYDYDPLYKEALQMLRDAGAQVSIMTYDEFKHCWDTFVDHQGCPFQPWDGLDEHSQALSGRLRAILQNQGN
hIAP activ = increases human intestinal alkaline phosphatase activity; AID 2524; purified human IAP, CDP-Star luminescence, 30 min; stronger effect = higher value; 1 = vehicle-only enzyme, 0 = enzyme-free background; activation factor at 10 µM; 330,000 tested, 0.16% active; P09923;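 active = activation factor of the enzyme at least 2-fold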; note: the source names both 10 and 20 µM as test concentration; values of inactives mirror those of a sister screen read the other way
mIAP activ = increases mouse intestinal alkaline phosphatase activity; 330,000 tested, 0.24% active; muIAP, CDP-Star luminescence, 30 min; stronger effect = higher value; 1 = vehicle-only enzyme signal, 0 = enzyme-free wells; AID 2805; activation factor at 10 µM;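 active = activation factor of at least 2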; note: the source names both 10 and 20 µM as test concentration; values of inactives mirror those of a sister screen read the other way
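Assay system: mouse IAP enzyme / Compound: DMSO-dissolved test compounds / Timing: 30 min, room temperature / Measured by: luminescence from enzymatic CDP-Star hydrolysis / Control set: DMSO-only wells, enzyme-free buffer wells as negative control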
MPTP block = inhibitors of mitochondrial permeability transition pore | isolated mouse mitochondria, Ca2+ swelling absorbance, 30 min | inhibition, % at 10 µM | 360,000 tested, 1.4% active;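 active = inhibition of 50% or more, scaled per plate between neutral and stimulator controls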;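 note: 0% = DMSO wells given calcium and 100% = 1 mM EGTA wells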
ATG4B inhibitor = ATG4B (human) cysteine protease inhibition; ATG4B cleavage of LC3-PLA2, NBD-HPC fluorescence, 1 h; inhibition, % at 8.33 µM; 340,000 tested, 0.51% active; AID 504462; in the data active = inhibition above about 40%
Target sequence (Q9Y4P1 whole entry, looked up): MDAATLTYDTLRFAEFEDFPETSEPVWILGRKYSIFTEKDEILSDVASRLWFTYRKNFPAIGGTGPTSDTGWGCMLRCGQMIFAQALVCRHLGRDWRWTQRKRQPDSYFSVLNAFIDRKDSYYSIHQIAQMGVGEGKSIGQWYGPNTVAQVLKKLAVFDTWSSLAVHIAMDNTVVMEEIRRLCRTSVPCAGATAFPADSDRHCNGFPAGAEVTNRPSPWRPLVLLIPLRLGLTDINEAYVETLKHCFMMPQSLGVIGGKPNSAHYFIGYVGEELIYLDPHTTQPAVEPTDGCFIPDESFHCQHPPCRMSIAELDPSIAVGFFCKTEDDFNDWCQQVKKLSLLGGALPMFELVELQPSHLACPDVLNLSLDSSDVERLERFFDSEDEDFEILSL
mIAP block = mouse IAP inhibition | purified mouse IAP, CDP-Star luminescence, 30 min | inhibition, % at 10 µM | 330,000 tested, 0.2% active | AID 2806;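 active = inhibition of at least 40% at 10 µM in the primary screen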;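 note: plate controls were DMSO with enzyme for no effect and no enzyme wells for full effect; values of inactives mirror those of a sister screen read the other way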
MIN6 prolif = inducers of beta-cell replication in MIN6 cells | MIN6 cells proliferation, ATPlite luminescence, 48 h; cells starved in 0.2% serum; 100% = growth in 10% serum | AID 2380 | 330,000 tested, 0.29% active | proliferation, % at 10 µM;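 active = compounds whose signal lies at least 3.5 SD above the mean of all wells on their plate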;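 note: 0% = DMSO-treated cells in low-serum medium and 100% = 10% serum control; some compounds called inactive have numbers as strong as hits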
* marks the source's active call; other numbers are inactive results; nt = no result given.

SMILES	hIAP inh	A3G deaminase	A3A deaminase	hIAP activ	mIAP activ	MPTP block	ATG4B inhibitor	mIAP block	MIN6 prolif
COc1ccc(NC(=O)C23CC4CC(C2)CC(c2ccccc2)(C4)C3)c(OC)c1	4	0	4	0.95	0.99	3.6	-2	1	0
COc1cc(OC)c(CN2CCc3c([nH]c4ccccc34)C2)cc1Br	6	-3	3	0.94	1.1	0.7	1	-12	-1
CCN(CC)C(=O)Nc1ccccc1C	1	-1	6	0.99	0.97	-1.5	-2	3	-3
Cc1c(C(=O)NCc2cccs2)oc2ccccc12	7	-2	4	0.93	1	-0.6	3	0	2
Cc1cc2oc(=O)cc(-c3cc4ccccc4o3)c2cc1O	16	-1	-5	0.84	0.82	6.6	-11	18	3
CCOC(=O)C1CCCN(C(=O)c2ccc(CNS(=O)(=O)c3ccc(C)cc3)cc2)C1 (stereo not given)	6	4	5	0.94	1.1	-3.1	-14	-9	-1
O=C(c1ccccc1Cl)N1CCn2c1nc1ccccc12	-5	-5	-1	1.1	1	0.1	-1	-3	-1
COc1ccc(CN2C(=O)NC(C)(c3ccc(C)cc3)C2=O)cc1F (stereo not given)	-2	-1	2	1	1.1	0.4	-9	-7	1
CCOc1ccccc1COC(=O)c1cccc(-n2cnnn2)c1	-17	-13	-2	1.2	1	1.0	-15	-4	2
COc1ccc(C2C3=C(CCCC3=O)Nc3n[nH]c(C)c32)cc1OC (stereo not given)	-2	-1	4	1	0.99	0.0	9	1	-2
COc1cccc(N2CC(=O)N(c3cccc(OC)c3)CC2=O)c1	17	-9	-1	0.83	0.94	1.7	4	6	2
CCCn1c(-c2cccs2)nc2ccccc21	-4	-4	-3	1	1.2	23	10	-20	1
COc1ccc(N2C(=O)C3CCCN3C2c2ccc(C)cc2)cc1 (stereo not given)	-2	-3	4	1	0.99	-0.5	5	0	-6
O=C(CC1C(=O)NCCN1Cc1c(F)cccc1Cl)NCCCn1cccn1 (stereo not given)	-26	-1	3	1.3	1.1	0.5	-8	-12	0
CS(=O)(=O)Cc1ccc(C(=O)Nc2cccc(-c3nc4ccccc4[nH]3)c2)cc1	-6	-1	24	1.1	1	-3.0	-8	0	-2
CC(C)(C)n1nc2c(c1NC(=O)Cc1ccc(F)cc1)CSC2	10	-8	-1	0.9	0.98	-0.7	-16	2	-6
C=CCNC(=O)CCCc1ccccc1	-23	-4	-1	1.2	1	3.0	-2	-2	-2
CN1/C(=C\C=C(C#N)C#N)C(C)(C)c2ccccc21	6	-19	-16	0.94	0.91	3.6	-74	9	-1
Clc1ccc(C2=NNC(=NCc3ccccc3)SC2)cc1	9	-6	3	0.91	0.89	-3.5	10	11	-6
CC1CCCC(C)N1/N=C/c1cc(Br)cc(Br)c1O (stereo not given)	3	-1	4	0.97	0.84	3.5	1	16	-2

Given as a markdown table: part of the list above.
| Compound | hIAP inh | A3G deaminase | A3A deaminase | hIAP activ | mIAP activ | MPTP block | ATG4B inhibitor | mIAP block | MIN6 prolif |
| --- | --- | --- | --- | --- | --- | --- | --- | --- | --- |
| COc1cc(OC)c(CN2CCc3c([nH]c4ccccc34)C2)cc1Br | 6 | -3 | 3 | 0.94 | 1.1 | 0.7 | 1 | -12 | -1 |
| CCN(CC)C(=O)Nc1ccccc1C | 1 | -1 | 6 | 0.99 | 0.97 | -1.5 | -2 | 3 | -3 |
| Cc1c(C(=O)NCc2cccs2)oc2ccccc12 | 7 | -2 | 4 | 0.93 | 1 | -0.6 | 3 | 0 | 2 |
| Cc1cc2oc(=O)cc(-c3cc4ccccc4o3)c2cc1O | 16 | -1 | -5 | 0.84 | 0.82 | 6.6 | -11 | 18 | 3 |
| CCOC(=O)C1CCCN(C(=O)c2ccc(CNS(=O)(=O)c3ccc(C)cc3)cc2)C1 (stereo not given) | 6 | 4 | 5 | 0.94 | 1.1 | -3.1 | -14 | -9 | -1 |

Next part.
SMILES	hIAP inh	A3G deaminase	A3A deaminase	hIAP activ	mIAP activ	MPTP block	ATG4B inhibitor	mIAP block	MIN6 prolif
Cc1ccc(C(=O)COC(=O)c2ccc(Cl)c(N)c2)s1	27	-8	-2	0.73	0.99	-2.1	-13	1	-2
COc1ccc(-n2c3c(c(=O)[nH]c2=O)C(NS(=O)(=O)c2ccc(Cl)cc2)(C(F)(F)F)C(=O)N3)cc1 (stereo not given)	-2	-5	-2	1	0.92	0.1	5	8	-4
O=C(CCCCCn1c(=O)[nH]c2ccsc2c1=O)NCc1cccs1	-5	-1	5	1.1	0.92	-0.2	-6	8	-4
Cc1ccc2[nH]c(=O)c3cc(C(=O)N(C)c4ccc(C)c(C)c4)sc3c2c1	13	-6	-2	0.87	0.88	1.6	-9	12	-1
Cc1cc(NC(=O)C2CCCCC2)n(-c2nc3ccccc3[nH]2)n1	-3	1	1	1	1.1	-0.2	-6	-7	-4
CC(C)(C)SCCSC1=CC(=O)CC(c2ccccc2)C1 (stereo not given)	4	-5	1	0.96	0.94	-0.4	-2	6	-3
C/C(=N\Nc1ccc(F)cc1F)c1ccc(N2CCOCC2)cc1	12	22	-1	0.88	0.96	0.3	-2	4	-1
CCOc1ccc(Nc2ccc(N3C(=O)CCC3=O)cc2[N+](=O)[O-])cc1	19	-1	4	0.81	0.96	2.1	4	4	0
O=C1CCN(CCCc2ccccc2)CCN1[C@H](CO)c1ccccc1	-6	0	1	1.1	1.1	0.1	9	-5	-1
O=c1c(-c2ccc(Cl)cc2)[n+]([O-])c2ccccc2n1O	11	1	-7	0.89	0.95	-0.9	2	5	-5
CCOc1ccc2nc(SCC(=O)Nc3ccc4c(c3)OCCO4)[nH]c2c1	2	-5	1	0.98	0.87	-0.9	-27	13	0
CCn1cc(/C=C(\NC(=O)c2ccccc2OC)C(=O)NCCCN2CCOCC2)c2ccccc21	-2	-2	-8	1	1	-2.3	-11	-2	2
COc1cc([N+](=O)[O-])cc(/C=N/NC(=O)c2cc(-c3ccccc3)nc3ccccc23)c1O	-7	2	0	1.1	0.8	13	-3	20	-7
O=C(Cn1cc2c(n1)CCCC2)Nc1ccccc1Cl	0	-8	-1	1	0.96	-1.2	-1	4	2
COC(=O)c1ccccc1NC(=O)CSc1nc2cccnc2n1C	4	10	2	0.96	1	-2.1	1	-5	-1
C=CCn1c(Cc2cccs2)nnc1SCC(=O)Nc1ccc(C(=O)OCC)cc1	4	-4	-1	0.96	0.95	3.2	-4	5	-2
COc1cccc(C2C(C#N)=C(N)Oc3cc(C)[nH]c(=O)c32)c1OC (stereo not given)	18	-6	-15	0.82	0.96	-8.0	-5	4	-1
COc1ccc(CNC(=O)C(=O)NCCC2CCCCN2S(=O)(=O)c2cccs2)cc1 (stereo not given)	12	-6	2	0.89	1.1	0.6	-7	-8	1
CCSc1nnc(NC(=O)c2cc(C)oc2C)s1	-31	-7	-5	1.3	0.98	-0.9	2	2	-1
Cc1nn(Cc2c(F)cccc2Cl)c(C)c1NC(=O)C1CC1	-11	-7	-3	1.1	1	2.2	3	-4	-2
CC(C(=O)NC1CCS(=O)(=O)C1)N1C(=O)/C(=C/c2ccc(Cl)cc2)SC1=S (stereo not given)	-14	0	1	1.1	0.86	-0.2	-20	14	-3
Fc1ccc(NC(=S)N2CCN(c3ccccn3)CC2)cc1Cl	-8	-8	-5	1.1	1	5.9	6	-2	0
CCc1nnc(NC(=O)/C=C/c2ccc(C)o2)s1	-3	-6	1	1	1	2.4	-7	-2	2
C[C@@H](C(=O)OCC(=O)c1ccc(F)c(F)c1)N1C(=O)C2CCCCC2C1=O (stereo not given in full)	6	-7	-4	0.94	0.96	0.4	7	4	-2
Cc1c(-c2n[nH]c(=S)n2-c2ccc(Br)cc2)nnn1-c1ccc(Cl)cc1	2	0	0	0.98	0.98	-0.9	-2	2	-3
CC(=O)c1ccc(C(=O)Nc2ccc3c(c2)C(=O)NC3=O)cc1	-6	-2	-2	1.1	0.96	0.1	-4	4	3
CCOc1ccc(NC(=O)CN2CCN(CC(=O)Nc3ccc(N(C)C)cc3)CC2)cc1	6	-10	-5	0.94	0.99	-0.5	-6	1	1
Nc1cccc(-c2nnc3n2CCCCC3)c1	-1	-6	-2	1	1	-0.8	-7	-1	0
CCn1c(SCc2nc3cc(OC)c(OC)cc3c(=O)[nH]2)nnc1-c1ccncc1	-11	-2	-1	1.1	1	-1.4	-3	-1	-2
Cc1cc2oc(C(=O)Nc3ccc(S(=O)(=O)Nc4nccs4)cc3)cc(=O)c2cc1Cl	-1	-6	-4	1	0.79	4.7	11	21	0
CCOc1cc(C(=O)Nc2ccc(S(=O)(=O)Nc3cc(C)on3)cc2)cc(OCC)c1OCC	-1	-4	-1	1	1	-1.5	-2	-4	-1
Cn1c(=O)c2c(nc(CN3CCN(c4ccccc4)CC3)n2CCCc2ccccc2)n(C)c1=O	-18	3	-5	1.2	1.1	nt	12	-6	-2
CCc1ccc(CN(C)C(=O)C2=CC=CN3CCS(=O)(=O)N=C23)cc1	-4	-10	3	1	0.9	-1.4	-5	10	4
CC(C)NC(=O)c1ccc(CSCc2ccccc2Cl)o1	8	-3	1	0.92	0.97	1.1	-9	3	3
COCCNC(=O)CSc1ccc(C)cc1	16	-3	2	0.84	0.91	2.1	-10	10	0
O=C(CN(C(=O)CCC(=O)Nc1nccs1)c1cccc(F)c1)NCc1ccccc1	-9	-3	3	1.1	1	-2.7	1	0	0
CCNC(=O)n1nccc1C(C)Oc1ccc(Cl)cc1 (stereo not given)	-6	-6	-2	1.1	0.94	0.7	-13	6	3
CCCNC(=O)Cc1ccsc1	-28	-4	-2	1.3	1.1	0.9	-7	-6	0
CC(=O)c1cccc(NC(=O)CCc2nc3sc4c(c3c(=O)[nH]2)CCCC4)c1	12	0	2	0.88	0.89	-1.3	5	11	0
N#C/C(=C/c1ccc(-c2cc(C(=O)O)cc(C(=O)O)c2)o1)c1nc2ccccc2s1	7	86	93	0.93	0.62	nt	nt	38	-4
C=CCn1c(SCc2cc(C(=O)OC)c(C)o2)nnc1-c1ccncc1	2	-6	-3	0.98	0.9	1.0	-9	10	1
CCc1ccc(NC(=O)c2cc(C)no2)cc1	-15	-8	-3	1.2	1	0.5	4	-2	-3
CCCC(=O)Nc1c2c(nn1-c1ccc(F)cc1)CS(=O)(=O)C2	13	-9	-3	0.87	0.92	-0.2	-1	8	0
CCn1c(=O)cc(OCC(=O)NCCCN2CCN(c3cccc(Cl)c3)CC2)c2ccccc21	8	-4	0	0.92	1.1	0.1	-18	-11	-4
CCCCNC(=O)C1=C(N)C(C(=O)Nc2ccc(C)c(S(=O)(=O)N3CCCCC3)c2)SC1=Nc1ccc(C)cc1C (stereo not given)	29	2	1	0.71	0.85	10	6	15	-6
O=C(COc1ccc(-n2cnnn2)cc1)Nc1ccc(F)c(F)c1	-8	-3	0	1.1	1.1	0.8	-6	-5	1
Cn1c(=O)[nH]c(=O)c2c1nc(SCC(=O)O)n2CCOc1ccccc1	6	-7	-4	0.94	1	0.3	2	-5	6
Cc1ccc(/C(N)=N/OC(=O)/C=C/c2ccccc2)cc1	17	-2	-3	0.83	1	-0.2	-8	0	0
Cc1ccccc1CSCCC(=O)NCCc1ccccc1	-2	-7	-6	1	1.1	-1.4	5	-6	2
O=[N+]([O-])c1c(NCCO)cc(Sc2nc3ccccc3s2)c2nonc12	13	27	-4	0.87	0.79	4.8	0	21	-6
CNC(=O)Nc1cc(C)nn1C	-7	-1	-1	1.1	1	-0.1	2	0	1
CC1CCN(C(=O)c2ccc(NC(=O)CC3SC(N4CCCC4)=NC3=O)cc2)CC1 (stereo not given)	-4	-8	-2	1	0.99	-0.9	0	1	-1
O=C1CCCCCCCCCC/C(=N\O)CCCO1	10	-8	-1	0.91	1	0.5	4	-3	1

Compounds were not picked by outcome; any-hit rate near 3.3%.
